Source: PubChem BioAssay (Sanford-Burnham Center for Chemical Genomics)
MPTP block: inhibitors of mitochondrial permeability transition pore; actives 1.4% (n = 360,000); isolated mouse mitochondria, Ca2+ swelling absorbance, 30 min; inhibition, % at 10 µM;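 active = inhibition of 50% or more, scaled per plate between neutral and stimulator controls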;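 note: 0% = DMSO wells given calcium and 100% = 1 mM EGTA wells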
APJ antag: antagonists of human APJ apelin receptor. actives 0.32% (n = 330,000). CHO-K1 APJ beta-arrestin complementation, luminescence. P35414. AID 2521. inhibition, % at 20 µM;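 active = inhibition above about 40% at 20 µM, limit read from the data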;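 note: cells challenged with 10 nM apelin-13 agonist together with compound; plate controls were apelin-13 plus DMSO wells for no effect and DMSO wells lacking apelin-13 for full effect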
Target sequence (P35414 whole entry, looked up): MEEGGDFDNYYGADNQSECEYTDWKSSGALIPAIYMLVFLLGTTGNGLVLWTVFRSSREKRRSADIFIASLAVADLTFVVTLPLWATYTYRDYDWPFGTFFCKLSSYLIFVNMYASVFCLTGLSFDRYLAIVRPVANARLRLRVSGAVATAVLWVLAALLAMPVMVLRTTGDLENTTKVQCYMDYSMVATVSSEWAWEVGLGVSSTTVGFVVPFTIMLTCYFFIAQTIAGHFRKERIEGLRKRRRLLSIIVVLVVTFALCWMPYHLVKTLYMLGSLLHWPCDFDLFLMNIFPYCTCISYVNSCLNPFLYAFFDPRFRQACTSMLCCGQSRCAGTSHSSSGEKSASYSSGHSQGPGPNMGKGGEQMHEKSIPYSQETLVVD
GRIN3A LBD mod: modulates the human NR3A ligand-binding domain; NR3A LBD differential scanning fluorimetry, Tm shift; 0% = protein alone, 100% = glycine-bound protein; AID 1259313; Tm shift relative to glycine control, % at 25 µM; actives 2.5% (n = 340,000);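 active = melting temperature shift of at least 10% of the positive control shift, at one fixed dose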
NLRP3 yeast inh: NALP3 inhibition in yeast | inhibition, % at 10 µM | Yeast reconstituted NLRP3/ASC/caspase-1, beta-gal luminescence, 24 h | AID 2825 | actives 0.39% (n = 330,000);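 active = inhibition of 50% or more; inactive = inhibition below 50%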;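 note: plate controls were induced DMSO wells for no effect and uninduced yeast grown without galactose for full effect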
tim10-1 inh: tim10-1 yeast growth inhibition. inhibition, % at 20 µM. AID 463190. S. cerevisiae tim10-1 ts strain growth, BacTiter-Glo, 24 h. actives 2.2% (n = 330,000);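 active = inhibition of at least 40%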;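 note: mutant grown at 25 °C; 0% = DMSO wells with yeast and 100% = wells holding no yeast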
beta cell repl: MIN6 beta-cell proliferation induction; actives 0.29% (n = 330,000); proliferation, % at 10 µM; MIN6 cells proliferation, ATPlite luminescence, 48 h; cells starved in 0.2% serum; 100% = growth in 10% serum;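 active = compounds whose signal lies at least 3.5 SD above the mean of all wells on their plate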;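 note: 0% = DMSO-treated cells in low-serum medium and 100% = 10% serum control; some compounds called inactive have numbers as strong as hits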
TIM10 inh: growth inhibitors of TIM10 yeast strain; S. cerevisiae TIM10 strain growth, BacTiter-Glo luminescence, 24 h; inhibition, % at 10 µM; actives 1.4% (n = 330,000);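 active = inhibition of 40% or more at the single tested concentration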;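 note: wild-type TIM10 isogenic control strain grown at permissive 25 °C; 0% = DMSO yeast wells and 100% = minimal medium wells without yeast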
tim23-1 inh: tim23-1 yeast growth inhibition; S. cerevisiae tim23-1 growth, BacTiter-Glo luminescence, 24 h; inhibition, % at 20 µM; actives 1.3% (n = 330,000);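 active = growth inhibition of the mutant yeast at or above 50%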;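 note: temperature-sensitive mutant grown at 25 °C; plate controls were DMSO-treated mutant yeast for no effect and medium wells lacking yeast for full effect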
APJ agonist: agonists of human APJ apelin receptor; CHO-K1 APJ PathHunter beta-arrestin, luminescence; 0% DMSO wells, 100% apelin; actives 0.11% (n = 330,000); activation, % at 20 µM;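 active = activation more than six SD over the plate average, tested at 20 µM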;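 note: 0% = DMSO alone and 100% = apelin-13 at 10 nM; some results filed as inactive read as strong as hits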
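Test system – PathHunter CHO-K1 APJ (AGTRL-1) beta-arrestin reporter cells · Input – 1000 cells/well · Compound – single test compound dose, 20 µM final, 1% DMSO · Times – compound stimulation 90 min at 25 °C, detection 60 min · Technique – beta-gal luminescence · Read-out basis – APJ–arrestin association signal · Control set – negative DMSO alone, positive Apelin-13 at 10 nM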
* marks the source's active call; other numbers are inactive results; x = no result given.

SMILES | MPTP block | APJ antag | GRIN3A LBD mod | NLRP3 yeast inh | tim10-1 inh | beta cell repl | TIM10 inh | tim23-1 inh | APJ agonist
O=C(O)C(Cc1ccc(Cl)cc1)Sc1nc2ccccc2[nH]1 (stereo not drawn) | -0.1 | 9 | -1 | 17 | 3 | 1 | 5 | 2 | -2
Cc1ccc(/C=C/C(=O)c2c(C)cc(C)[nH]c2=O)cc1 | -2.9 | 2 | 0 | 3 | 43* | 0 | 31 | 27 | -3
Cc1ccc(S(=O)(=O)NCc2c(-c3ccccc3)c3cc(Cl)ccc3[nH]c2=O)cc1 | 6.9 | -13 | 5 | 1 | 18 | -1 | -9 | 0 | 0
Cc1ccc(C2=NC(=O)/C(=C/c3cc(O)c(O)c(Br)c3)S2)cc1 | 114* | 22 | 4 | 19 | -8 | -5 | -38 | 32 | -8
COc1ccc(O)c(CN2CCC(n3nccc3NC(=O)C3CCCC3)CC2)c1 | 1.3 | -21 | -1 | 7 | 2 | 0 | 2 | 10 | -6
CCCCCN(C(=O)CCC(=O)OCCOc1ccccc1Cl)c1c(N)n(CCCC)c(=O)[nH]c1=O | 0.6 | 15 | 6 | 9 | 8 | -8 | 2 | 20 | 8
CCCCC12CN3CC(C)(CN(C1)C3c1ccc([N+](=O)[O-])o1)C2=O (stereo not drawn) | 0.6 | -10 | -2 | 20 | -14 | -3 | -2 | -6 | 3
CCCCCNC(=O)c1ccc2c(c1)ncn2-c1ccc(OC)cc1 | 0.2 | 10 | -3 | 16 | 2 | 1 | 8 | 32 | 0
COc1ccc(NC(=O)COC(=O)[C@@H]2CCCN2S(=O)(=O)c2ccccc2F)c(OC)c1 | 0.5 | -11 | 1 | -4 | 21 | 2 | 8 | 12 | -2
O=C(CSc1ccc(-c2ccco2)nn1)NCc1ccc2c(c1)OCO2 | -0.3 | -12 | 0 | -1 | 20 | 1 | -1 | 8 | 2
COc1ccc(C(=O)NCc2nnc(SCC(=O)c3ccccc3)n2C)cc1 | -1.5 | -22 | 0 | -6 | 20 | -3 | -23 | 0 | -3
O=c1c(-c2ccc3c(c2)OCCO3)coc2cc(O)cc(O)c12 | 24 | 7 | -6 | 20 | 35 | -3 | 41* | 56* | -2
Cc1ccc(S(=O)(=O)N2CCC(=O)N(C(CO)C(C)C)CC2)cc1 (stereo not drawn) | 0.1 | -6 | -1 | 10 | 4 | -5 | 5 | 5 | 0
CC1Oc2ccccc2N(Cc2ccc(F)cc2)C1=O (stereo not drawn) | 0.1 | 31 | -2 | -44 | -2 | -2 | 16 | 15 | -4
Cc1ccc2nc(SCc3cn4c(C)cc(C)nc4n3)[nH]c2c1 | x | 1 | x | 4 | 1 | -1 | 2 | -2 | 0
CC(C)(C)c1ccc(Oc2ccc(NC(=O)c3cccs3)cn2)cc1 | 54* | -22 | 3 | 27 | 10 | -4 | 25 | 27 | 3
COc1ccc(NC(=O)C2CCN(c3cc(-c4ccccc4)nc4ncnn34)CC2)cc1OC | 1.4 | -14 | -2 | -9 | 10 | -2 | 5 | -2 | 7
CCC(=O)Nc1nc2nc(C)cc(=O)n2[nH]1 | 2.5 | 19 | 0 | 2 | -23 | 6 | 4 | 39 | -3
CCN(CC)C(=O)c1c(NC(=O)c2ccccc2)sc(C)c1C | -7.3 | 2 | 1 | 10 | 24 | -1 | 16 | 18 | 0
O=C(CSCc1ccccc1)N1CCN(c2cccc(C(F)(F)F)c2)CC1 | 0.4 | 10 | -8 | 7 | 8 | -4 | 25 | 18 | -2

Two entries from above, with each value named:
Structure: CCC(=O)Nc1nc2nc(C)cc(=O)n2[nH]1
  MPTP block = 2.5; APJ antag = 19; GRIN3A LBD mod = 0; NLRP3 yeast inh = 2; tim10-1 inh = -23; beta cell repl = 6; TIM10 inh = 4; tim23-1 inh = 39; APJ agonist = -3
Structure: CCN(CC)C(=O)c1c(NC(=O)c2ccccc2)sc(C)c1C
  MPTP block = -7.3; APJ antag = 2; GRIN3A LBD mod = 1; NLRP3 yeast inh = 10; tim10-1 inh = 24; beta cell repl = -1; TIM10 inh = 16; tim23-1 inh = 18; APJ agonist = 0

The results go on.
SMILES | MPTP block | APJ antag | GRIN3A LBD mod | NLRP3 yeast inh | tim10-1 inh | beta cell repl | TIM10 inh | tim23-1 inh | APJ agonist
O=C(NCc1ccco1)C1CCCN(S(=O)(=O)c2ccccc2)C1 (stereo not drawn) | 0.5 | 1 | -2 | -13 | 3 | 0 | 1 | 16 | -3
COc1ccc(NC(=O)/C(C#N)=C\c2cc(C)n(-c3ccc4c(c3)OCO4)c2C)cc1 | 3.4 | 5 | -1 | 13 | 2 | -2 | -3 | 6 | -1
COc1cc(C(=O)N/N=C\c2ccccc2)c([N+](=O)[O-])c(OC)c1OC | -1.1 | -4 | 3 | 7 | 6 | -2 | -2 | -10 | -3
CC(Oc1cc(-c2ccccc2)cc2ccccc12)C(=O)N1CCOCC1 (stereo not drawn) | 0.8 | 2 | 0 | -22 | 36 | -3 | 19 | 21 | -3
CCCCN(CC)CCNC(=O)c1cc2c(-c3ccc(Cl)cc3)nn(C)c2s1 | 1.6 | 4 | -1 | 19 | 40 | -5 | 23 | 19 | -1
CCOC(=O)C1CCN(C(=O)COc2ccc(Br)cc2)CC1 | 0.7 | -7 | 1 | 11 | 14 | -1 | 16 | 28 | -2
Cc1noc(C)c1NC(=O)N(C)C[C@H]1Oc2ccc(NC(=O)Nc3ccc(C(F)(F)F)cc3)cc2C(=O)N([C@H](C)CO)C[C@@H]1C | -1.7 | -16 | -5 | 13 | 2 | -1 | 0 | 9 | 1
N#C/C(=C/c1ccccc1[N+](=O)[O-])c1nc(C2CC2)cs1 | -1.0 | -41 | 9 | 5 | 32 | -1 | 33 | 43 | 2
COc1ccccc1NC(=O)c1cc2c(CO)cnc(C)c2oc1=Nc1ccccc1 | -1.0 | 5 | -2 | -14 | -3 | -6 | -9 | 15 | -4
CC(C)OC(=O)Nc1ccc2c(c1)N(C(=O)CCN1CCOCC1)c1ccccc1CC2 | 2.6 | -4 | 0 | 9 | 9 | -1 | 6 | 17 | -3
CCOc1ccc(-c2nnc(SCC(=O)Nc3cc(C)on3)o2)cc1 | -0.8 | -18 | 0 | 14 | -2 | -1 | 14 | 7 | 0
CCOc1ccc(C(=S)N2CCOCC2)cc1OCC | -1.1 | -10 | 1 | 10 | 6 | -2 | 7 | 11 | -3
Cc1ccc(-c2noc(CCCC(=O)N3CCOCC3)n2)cc1 | 1.6 | 16 | -1 | -1 | 8 | 0 | 3 | 8 | -1
Cc1ccc(N2CCN(C(=O)c3ccccc3)CC2)c(C)c1 | -0.5 | 5 | 7 | -8 | 10 | -2 | 17 | 21 | 2
O=c1c2c(n3cnnc3n1-c1ccccc1)-c1ccccc1CC21CCCCC1 | -4.3 | -22 | -1 | -4 | 31 | 2 | 10 | 17 | 1
Cc1cc(C(=O)OCC(=O)N2CCc3ccccc32)ccc1[N+](=O)[O-] | -0.9 | 0 | 0 | 20 | -16 | -4 | 0 | -16 | -4
CCOC(=O)CN(C(=O)CSc1nnc2c(n1)[nH]c1ccccc12)c1ccccc1 | 5.3 | -1 | -1 | 4 | 7 | 0 | -4 | 6 | 1
Cc1cc(SCC(=O)Nc2ccccc2)n2ncc(-c3ccccc3)c2n1 | 44 | 19 | 32* | 37 | 3 | -4 | 21 | 17 | -4
Fc1ccc(COc2ccccc2C(=S)N2CCCC2)cc1 | -9.8 | 2 | 1 | 9 | 27 | 1 | 9 | 35 | -2
Cn1c(SCC(=O)NC2CCCC2)nnc1-c1ccncc1 | -1.3 | 5 | -2 | 10 | -14 | -4 | -1 | 10 | -2

MPTP block, entries above that show a hit.
structure,MPTP block,APJ antag,GRIN3A LBD mod,NLRP3 yeast inh,APJ agonist
Cc1ccc(C2=NC(=O)/C(=C/c3cc(O)c(O)c(Br)c3)S2)cc1,114*,22,4,19,-8
CC(C)(C)c1ccc(Oc2ccc(NC(=O)c3cccs3)cn2)cc1,54*,-22,3,27,3

The listing picks up, repeating the five entries before the break.
SMILES | MPTP block | APJ antag | GRIN3A LBD mod | NLRP3 yeast inh | tim10-1 inh | beta cell repl | TIM10 inh | tim23-1 inh | APJ agonist
Cc1cc(C(=O)OCC(=O)N2CCc3ccccc32)ccc1[N+](=O)[O-] | -0.9 | 0 | 0 | 20 | -16 | -4 | 0 | -16 | -4
CCOC(=O)CN(C(=O)CSc1nnc2c(n1)[nH]c1ccccc12)c1ccccc1 | 5.3 | -1 | -1 | 4 | 7 | 0 | -4 | 6 | 1
Cc1cc(SCC(=O)Nc2ccccc2)n2ncc(-c3ccccc3)c2n1 | 44 | 19 | 32* | 37 | 3 | -4 | 21 | 17 | -4
Fc1ccc(COc2ccccc2C(=S)N2CCCC2)cc1 | -9.8 | 2 | 1 | 9 | 27 | 1 | 9 | 35 | -2
Cn1c(SCC(=O)NC2CCCC2)nnc1-c1ccncc1 | -1.3 | 5 | -2 | 10 | -14 | -4 | -1 | 10 | -2
Cc1ccc(CCN2CC(C(=O)NCCc3ccccc3)CC2=O)cc1 (stereo not drawn) | 1.1 | 21 | -1 | 15 | 16 | 1 | 7 | 0 | 0
COC(=O)Cc1c(C)c2ccc(OCC(=O)c3ccc(OC)c(OC)c3)cc2oc1=O | x | 16 | 0 | -3 | 2 | -2 | -14 | 2 | -1
CCCCNc1ccc2oc(-c3ccc(OC)cc3)c(-c3ccc(OC)c(F)c3)c2c1 | 0.6 | -3 | -12 | -4 | -2 | -5 | 5 | -10 | -3
COC(=O)c1c(C)nc(C)c(C(=O)OC)c1-c1ccc(OC)cc1 | -0.1 | -5 | 0 | 17 | -36 | 0 | -15 | -8 | -4
COc1ccc(OCCN2CCN(C(=O)c3ccc(OC)c(OC)c3)CC2)cc1 | 0.4 | 22 | -2 | 10 | -9 | 1 | 6 | 7 | -2
O=C(O)CCN(CC(=O)c1ccc(Cl)cc1)S(=O)(=O)c1ccc([N+](=O)[O-])cc1 | 1.2 | -9 | 2 | 21 | -8 | -2 | 5 | 5 | 9
CCOC(=O)CSc1nc(C)cc(=O)[nH]1 | -0.4 | 7 | 0 | -9 | 15 | 0 | 12 | 5 | 0
Cc1ccc(N2CC(C(=O)OCC(=O)c3ccc[nH]3)CC2=O)cc1 (stereo not drawn) | 0.7 | 19 | 0 | 18 | 18 | 2 | 4 | 13 | -6
COc1ccc(N2CCN(CCNC(=O)Nc3cc(Cl)ccc3Cl)CC2)cc1 | 1.0 | 12 | -1 | 21 | 0 | -4 | -10 | 6 | -2
COc1ccc(C(=O)CCC(C)(C)[N+](=O)[O-])cc1 | -0.5 | 22 | 0 | 8 | 19 | 1 | -9 | 4 | -2
CC(C)Oc1ccc(Nc2ncnc3ccccc23)cc1 | 0.4 | -1 | 0 | 28 | 34 | 0 | 14 | 42 | 1
COc1ccccc1NC(=O)c1sc2nc(C)cc(C)c2c1N | 1.5 | 15 | -1 | 16 | 12 | -1 | 20 | 14 | -5
O=c1c2cc(NC(=S)NCCN3CCCCCC3)ccc2nc2n1CCCCC2 | 1.9 | 4 | 0 | 1 | -3 | 0 | -2 | 14 | 1

An excerpt from above in order of length of the SMILES, highest first:
SMILES | MPTP block | APJ antag | GRIN3A LBD mod | NLRP3 yeast inh | tim10-1 inh | beta cell repl | TIM10 inh | tim23-1 inh | APJ agonist
COc1ccc(N2CCN(CCNC(=O)Nc3cc(Cl)ccc3Cl)CC2)cc1 | 1.0 | 12 | -1 | 21 | 0 | -4 | -10 | 6 | -2
COc1ccc(C(=O)CCC(C)(C)[N+](=O)[O-])cc1 | -0.5 | 22 | 0 | 8 | 19 | 1 | -9 | 4 | -2
COc1ccccc1NC(=O)c1sc2nc(C)cc(C)c2c1N | 1.5 | 15 | -1 | 16 | 12 | -1 | 20 | 14 | -5
